hERG protect – hERG rescue from dofetilide block, primary screen, cell-based, CHO-hERG, FluxOR thallium flux, dofetilide IC70. activation (rescue from dofetilide block), less the hit threshold, % at 10 µM. 310,000 compounds, 0.51% hits. Voltage-gated inwardly rectifying potassium channel KCNH2 (Homo sapiens), Q12809. dofetilide IC70 present;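 active means activation above the mean of controls blocked by dofetilide plus 5 SD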;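 further: thallium influx through hERG after potassium depolarization seen as dye fluorescence rise; in these data hits start at about 4.7%; inactives centre near -7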
KCNQ1 inh – inhibitors of human KCNQ1 channel, primary screen, cell-based, thallium flux, high-throughput; CHO-K1 KCNQ1, FluxOR thallium flux fluorescence; active compounds read high; B-score at 10 µM; 310,000 compounds, 1.3% hits;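 active means compounds whose thallium flux B-score, printed positive for inhibition, exceeds three library SD while starting fluorescence stays within three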;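 further: channel opened by potassium depolarization with thallium stimulus after 20 min compound exposure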
RGS4 inh – RGS4 inhibitors, primary screen, cell-based, HEK293 M3R inducible RGS4, calcium flux; B-score at 10 µM; Regulator of G-protein signaling 4 (Homo sapiens), P49798; Fluo-4 calcium flux; active compounds read high; triggered by carbachol at its EC20; 310,000 compounds, 0.45% hits;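 active means B-score, a plate-corrected calcium signal, over three deviations above library mean, with baseline fluorescence within five deviations of library mean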;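 further: RGS4 expression induced by doxycycline in cells with stable M3 receptor; B-score is computed from the integrated fluorescence ratio over baseline after carbachol; higher B-score means a larger calcium signal and so more RGS4 inhibition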
Target sequence (P49798 whole entry, looked up): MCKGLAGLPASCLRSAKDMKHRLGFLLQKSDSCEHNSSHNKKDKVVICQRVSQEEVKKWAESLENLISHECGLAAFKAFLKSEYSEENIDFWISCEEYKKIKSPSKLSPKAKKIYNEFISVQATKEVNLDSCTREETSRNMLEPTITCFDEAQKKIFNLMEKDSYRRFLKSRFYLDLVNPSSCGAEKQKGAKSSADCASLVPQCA
KCNQ1 pot – potentiators or activators of KCNQ1 channel, primary screen, cell-based, thallium flux, high-throughput; CHO-K1 KCNQ1, thallium flux FluxOR fluorescence; active compounds read high; B-score at 10 µM; 310,000 compounds, 0.35% hits;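 active means fluorescence ratio B-score, a plate-corrected score, at least three library SD, with initial intensity B-score within 5 SD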
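Assay system: CHO-K1 cells stably expressing KCNQ1. Medium: assay buffer for compound exposure, DMSO matched across wells. Timing: 37 °C overnight plating, 90-min dark dye load, 20-min compound pretreatment. Signal: kinetic FluxOR fluorescence, 10 s baseline plus 110 s post-stimulus.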
KCNK3 inh – human KCNK3 channel inhibitors, primary screen, CHO cells, FluxOR thallium flux, B-score | 340,000 compounds, 0.84% hits | Potassium channel subfamily K member 3 (Homo sapiens), O14649 | FluxOR fluorescence; active compounds read low | B-score at 10 µM;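 active means B-score under library mean minus 4 SD, starting fluorescence ratio at most library mean plus 5 SD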;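 further: more negative B-score means stronger inhibition of thallium flux through KCNK3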
Target sequence (O14649 whole entry, looked up): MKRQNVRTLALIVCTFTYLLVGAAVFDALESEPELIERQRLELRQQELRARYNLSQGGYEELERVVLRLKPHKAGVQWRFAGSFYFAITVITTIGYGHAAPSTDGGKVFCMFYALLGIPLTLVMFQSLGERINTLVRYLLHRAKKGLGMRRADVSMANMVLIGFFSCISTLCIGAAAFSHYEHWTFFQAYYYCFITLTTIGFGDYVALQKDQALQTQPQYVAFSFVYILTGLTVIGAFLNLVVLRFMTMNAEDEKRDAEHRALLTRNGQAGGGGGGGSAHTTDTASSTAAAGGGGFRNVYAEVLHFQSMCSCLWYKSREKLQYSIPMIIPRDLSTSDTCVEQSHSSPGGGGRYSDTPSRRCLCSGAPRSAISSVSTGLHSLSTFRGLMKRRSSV
GSK3A inh – blockers of GSK3A enzyme activity – biochemical, luminescence, cell-free homogeneous, HTS, primary screen; 320,000 compounds, 0.1% hits; inhibition, % at 10 µM; AID 2650, 2010; GSK-3 alpha kinase, ADP-Glo luminescence, 60 min; Glycogen synthase kinase-3 alpha (Homo sapiens), P49840;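 in the data active means inhibition above about 50%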;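 further: GST-tagged GSK-3 alpha with peptide substrate and 25 µM ATP; 0% = DMSO neutral wells and 100% = GW8510 positive control wells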
PolyA inhibitor – polyadenylation inhibitors in yeast reporter cells, primary screen, luminescence, S. cerevisiae | S. cerevisiae SKY197-pL101 polyadenylation reporter, beta-gal luminescence; efflux-impaired pdr1/pdr3 knockout yeast; score 100 = 6 SD above DMSO | calls only at 12 µM | 300,000 compounds, 0.02% hits | AID 1875, 2009;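 active means lowest replicate activity score at least 50, where 100 means six control SD above control mean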;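 further: yeast exposed to compound for 9 h at 30 °C; higher score means more reporter readthrough which indicates perturbed polyadenylation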
RGS4 act – RGS4 potentiators or activators, primary screen, cell-based, HEK293 M3R inducible RGS4, calcium flux. B-score at 10 µM. carbachol calcium flux Fluo4; active compounds read low. 310,000 compounds, 0.92% hits;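 active means B-score of the integrated calcium signal more than 4 SD below the library mean, with starting fluorescence not abnormally high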;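 further: negative B-score means reduced calcium response which marks RGS4 activation or potentiation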
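test system = HEK293 cells with stable M3R and inducible RGS4 | schedule = recording 10 s baseline at 1 Hz, 100 s post-agonist | technique = Fluo4-AM (2 µM) calcium-flux fluorescence, kinetic read | measure = Agonist-evoked peak-minus-minimum fluorescence over baseline, integrated ratio, B score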
DYRK1A inh – rat Dyrk1A kinase inhibitors, primary screen, biochemical, single point, plate reader | Dual specificity tyrosine-phosphorylation-regulated kinase 1A (Rattus norvegicus), Q63470 | ADP-Glo luminescence, NFATc1 peptide | inhibition, % at 12.5 µM | 310,000 compounds, 0.43% hits | AID 504441, 2011; in the data active means inhibition above about 50%;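 further: plate controls were vehicle with enzyme for no effect and no enzyme for full effect; many of its hits are not listed in these tables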
KCNK9 block – KCNK9 potassium channel inhibitors, primary screen, HEK293 cells, thallium flux; Potassium channel subfamily K member 9 (Homo sapiens), Q9NPC2; FluxOR thallium flux fluorescence; active compounds read low; B-score at 10 µM; 310,000 compounds, 1.2% hits; AID 488922, 2010;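 active means ratio B-score over 3 SD below the library mean, with starting fluorescence within 5 SD of its mean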;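 further: negative B-score means less thallium flux so channel inhibition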
Target sequence (Q9NPC2 whole entry, looked up): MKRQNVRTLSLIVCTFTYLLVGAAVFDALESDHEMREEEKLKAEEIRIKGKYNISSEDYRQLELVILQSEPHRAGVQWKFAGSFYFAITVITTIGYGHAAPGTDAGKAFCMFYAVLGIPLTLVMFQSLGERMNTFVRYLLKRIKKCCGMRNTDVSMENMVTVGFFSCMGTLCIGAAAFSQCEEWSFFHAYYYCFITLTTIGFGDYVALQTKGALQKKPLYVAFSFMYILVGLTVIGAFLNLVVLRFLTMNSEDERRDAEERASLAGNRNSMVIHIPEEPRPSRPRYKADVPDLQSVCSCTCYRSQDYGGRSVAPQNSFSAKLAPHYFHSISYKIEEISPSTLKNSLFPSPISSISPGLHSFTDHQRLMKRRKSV
GSK3B inh – human GSK3beta kinase inhibitors, primary screen, biochemical, cell-free homogeneous, HTS | GST-GSK3beta kinase, ADP-Glo luminescence, 60 min; active compounds read low | Glycogen synthase kinase-3 beta (Homo sapiens), P49841 | 300,000 compounds, 0.038% hits | AID 2097, 2009 | activity score (negative = inhibition), % at 10 µM;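 active means more than half of replicate wells score below -50%, meaning over 50% inhibition versus plate controls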;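 further: 0% = median DMSO wells and -100% = median GW8510 positive control wells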
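Test system – GST-tagged human GSK3beta kinase, cell-free · Incubation – 60 min enzyme reaction, room temperature · Signal – ADP-Glo luminescence · Also added – peptide substrate and ATP at 25 µM · Controls – DMSO neutral wells and GW8510 at 20 µM as positive · Buffer or medium – Tris/MgCl2 kinase buffer · Measure – Luminescence-derived activity versus plate DMSO and GW8510 wells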
Numbers without * were called inactive; i = inactive; · = not tested or not shown. Only part of the results is shown; count on the stated rates, not on these rows.

Start of the listing, in advance (2 entries):
entry	SMILES	hERG protect	KCNQ1 inh	RGS4 inh	KCNQ1 pot	KCNK3 inh	GSK3A inh	PolyA inhibitor	RGS4 act	DYRK1A inh	KCNK9 block	GSK3B inh
1	COc1ccccc1N1CCN(C(=O)CSc2nc(N)cc(=O)[nH]2)CC1	-7	i	i	i	i	-5	i	i	-1	i	-1
2	O=C(O)Cn1c(=O)c2c3c(sc2n(Cc2ccccc2F)c1=O)CCCC3	-3	i	i	i	i	-7	i	i	4	i	-27

All compounds of this part, repeating the preview:
entry	SMILES	hERG protect	KCNQ1 inh	RGS4 inh	KCNQ1 pot	KCNK3 inh	GSK3A inh	PolyA inhibitor	RGS4 act	DYRK1A inh	KCNK9 block	GSK3B inh
1	COc1ccccc1N1CCN(C(=O)CSc2nc(N)cc(=O)[nH]2)CC1	-7	i	i	i	i	-5	i	i	-1	i	-1
2	O=C(O)Cn1c(=O)c2c3c(sc2n(Cc2ccccc2F)c1=O)CCCC3	-3	i	i	i	i	-7	i	i	4	i	-27
3	COc1ccc(-n2c(=S)[nH]c3sc4c(c3c2=O)CCc2ccccc2-4)cc1	1	i	i	i	·	-2	i	i	·	i	-3
4	COc1cccc(C(=O)Nc2nnc(-c3cccs3)s2)c1	-8	i	i	i	i	·	i	i	8	i	2
5	O=C(c1ccccc1F)N1CCN(C2CCC(c3ccccc3)CC2)CC1 (stereo not drawn)	-17	i	i	i	i	-1	i	i	·	i	-2
6	CCC(=O)c1ccc(OCC(O)CN2CCN(c3cccc(C(F)(F)F)c3)CC2)cc1 (stereo not drawn)	-21	i	i	i	i	-4	i	i	4	i	2
7	CCC(NC(=O)NCCCn1ccnc1)(C(F)(F)F)C(F)(F)F	-6	i	i	i	i	-2	i	i	-1	i	0
8	Cc1cnc2c(c1)C(=O)c1ccccc1-2	-5	i	i	i	i	0	i	i	1	i	-3
9	COc1cc(C(=O)Nc2nccs2)cc(OC)c1OC	-10	i	i	i	i	3	i	i	3	i	1
10	CCOP(=O)(OCC)C(C)(C)NC(=O)Nc1ccc(Cl)c(Cl)c1	-2	i	i	i	i	-1	i	i	-2	i	2
11	Cn1cc(S(=O)(=O)N2CCOCC2)cc1C(=O)NCc1ccccc1Cl	-5	i	i	i	i	-2	i	i	-3	i	1
12	C=CCNC(=O)NC(=O)COC(=O)/C(C#N)=C/c1ccc(OC)cc1	-3	i	i	i	i	-4	i	i	·	i	1
13	Cc1ccccc1Cn1cc(/C=N/n2cnnc2)c2ccccc21	-6	i	i	i	i	0	i	i	6	i	0
14	Nn1cnnc1N/N=C/c1ccccc1C(F)(F)F	-2	i	i	i	i	0	i	i	4	i	2
15	CC(C)(C)c1cc(C(F)(F)F)c(C#N)c(=O)[nH]1	-6	i	i	i	i	-4	i	i	-3	i	8
16	COc1ccc(CNC(=O)N2CCN(c3ccc(F)cc3)CC2)cc1Cl	-16	i	i	i	i	-5	i	i	-6	i	2
17	CCn1cc(S(=O)(=O)N2CCN(Cc3cccc(Cl)c3)CC2)cn1	-3	i	i	i	i	4	i	i	-6	i	-1
18	CC(=O)N1CCCc2ccc(NS(=O)(=O)c3ccc(C)c(C)c3)cc21	-11	i	i	i	i	0	i	i	-6	i	2
19	COc1ccc(C(=O)N/N=C(\C)CC(=O)Nc2ccc3ccccc3c2)c(OC)c1	-4	i	i	i	i	5	i	i	-5	i	0
20	COc1cc(CNCCN(C)C)ccc1OCc1c(F)cccc1Cl	-11	i	i	i	i	-4	i	i	5	i	-8
21	CCc1ccc(NC(=O)CSc2nc3ccsc3c(=O)n2CCCCCC(=O)O)cc1	-12	i	i	i	i	-3	i	i	1	i	1
22	CCc1c(C(=O)NC2CCCc3ccccc32)[nH]c(C)c1C(C)=O (stereo not drawn)	-4	i	i	i	i	1	i	i	·	i	0
23	CCN(c1ccccc1)S(=O)(=O)c1ccc(OC)c(NC(=O)CN(C)C)c1	-5	i	i	i	i	1	i	i	9	i	-7
24	O=C(O)c1cc2cc(Oc3ccccc3)ccc2[nH]1	-2	i	i	i	i	-5	i	i	·	i	2
25	Cc1c(CC(=O)NCCC(=O)O)c(=O)oc2cc3oc4c(c3cc12)CCCC4	-4	i	i	i	i	-1	i	i	5	i	1
26	CC(=O)Cc1ccccc1OCC(=O)O	-15	i	i	i	i	0	i	i	0	i	-1
27	COc1cccc(C(C)NC(=O)Nc2ccccc2Cl)c1 (stereo not drawn)	-2	i	i	i	i	0	i	i	6	i	2
28	Cc1ccc2nc(-c3ccccn3)c(NC3CCCC3)n2c1	-20	i	i	i	i	4	i	i	7	i	2
29	O=C(NCc1ccc2c(c1)OCO2)c1ccc2c(c1)N(Cc1c(F)cccc1Cl)C(=O)CS2	-7	i	i	i	i	0	i	-7.7*	-4	i	1
30	Cc1ccc(S(=O)(=O)/C(=C/Cl)NC(=O)c2ccccc2)cc1	-4	i	i	i	i	-1	i	i	1	i	4

Brought forward from above: 2 entries; new compounds follow.
entry	SMILES	hERG protect	KCNQ1 inh	RGS4 inh	KCNQ1 pot	KCNK3 inh	GSK3A inh	PolyA inhibitor	RGS4 act	DYRK1A inh	KCNK9 block	GSK3B inh
29	O=C(NCc1ccc2c(c1)OCO2)c1ccc2c(c1)N(Cc1c(F)cccc1Cl)C(=O)CS2	-7	i	i	i	i	0	i	-7.7*	-4	i	1
30	Cc1ccc(S(=O)(=O)/C(=C/Cl)NC(=O)c2ccccc2)cc1	-4	i	i	i	i	-1	i	i	1	i	4
31	CC(C)(C)C(=O)Nc1nnc(SCC(=O)NCc2ccco2)s1	-10	i	i	i	i	-2	i	i	-3	i	4
32	COc1ccc(N2CCN(S(=O)(=O)c3c(C(=O)N4CCOCC4)c(C)n(C)c3C)CC2)cc1	-10	i	i	i	i	·	i	i	-4	i	4
33	CC(C)C[C@H](NC(=O)c1nc[nH]c1C(=O)N1CCC(C)CC1)C(=O)OC(C)(C)C	-6	i	i	i	i	0	i	i	-3	i	3
34	CCOC(=O)c1sc(NCC2CCCO2)nc1C (stereo not drawn)	-4	i	i	i	i	0	i	i	2	i	1
35	CCOc1cc(-c2c(C#N)c(N)nc3c2CCCC3)ccc1O	-13	i	i	i	i	-1	i	i	2	i	-1
36	CCOC(=O)c1ccc(NC(=O)c2ccc(C)c(S(=O)(=O)N3CCOCC3)c2)cc1	-36	i	i	i	i	-1	i	i	11	i	-2
37	COc1ccc(-c2nn(-c3ccccc3)cc2C(=O)O)cc1N	-8	i	i	i	i	-3	i	i	-2	i	·
38	COc1cc(C(C)=O)ccc1OCc1cc(C(=O)N(C)CCC2CCCCO2)no1 (stereo not drawn)	-9	i	i	i	i	-3	i	i	-6	i	1
39	Cc1ccc(C)c(NC(=S)N2CCC(NC(=O)C3CCCCC3)CC2)c1	-5	i	i	i	i	1	i	i	-11	i	-1
40	CCOC(=O)C1CCN(c2nc(C)cc(C)c2C#N)CC1	-11	i	i	i	i	0	i	i	-1	i	4
41	CC(/C=C\c1ccccc1)=C/C(=O)O	0	i	i	i	i	-1	i	i	-1	i	1
42	Cn1c(=O)c2c(nc(OCc3cccnc3)n2Cc2c(F)cccc2Cl)n(C)c1=O	-9	i	i	i	i	-1	i	i	1	i	-1
43	O=C(NC1CCCN(CCc2ccccc2)C1)c1c(F)cccc1F (stereo not drawn)	0	i	i	i	i	-2	i	i	2	i	3
44	C=CCc1cc(OC)ccc1OCCOCCC(C(=O)OCC)C(=O)OCC	-9	i	i	i	i	-6	i	i	0	i	0
45	CC(=O)c1cccc(NC(=O)CCc2nnc3ccc(N4CCN(C)CC4)nn23)c1	-7	i	i	i	i	-3	i	i	1	i	1
46	CN(c1ccccc1)S(=O)(=O)c1cccc(C(=O)NCCCN2CCCC2=O)c1	-19	i	i	i	i	2	i	i	8	i	1
47	CCOC(=O)c1c(S(=O)(=O)NCC(=O)Nc2cccc(C)n2)c(C)n(C)c1C	-2	i	i	i	i	-2	i	i	-3	i	0
48	COc1ccc(N2C(=O)CC(N3CCN(c4ccccc4F)CC3)C2=O)cc1 (stereo not drawn)	-7	i	i	i	i	1	i	i	-14	i	0
49	COc1ccc(/C=C2\CCCC3C2=NN(C(=O)COC(=O)CNC(=O)c2ccccc2)C3c2ccc(OC)cc2)cc1 (stereo not drawn)	-8	i	i	i	i	-1	i	i	-3	i	3
50	COC(=O)C1=C(C)N(Cc2ccc(C)cc2)C(=O)C1	-9	i	i	i	i	1	i	i	-3	i	-1
51	COc1ccc(CCN2CN(S(=O)(=O)c3ccc(OC)cc3)c3nc4ccccc4nc32)cc1	-7	i	i	i	i	-5	i	i	-3	i	2
52	Cc1cc(OC(=O)c2cc([N+](=O)[O-])ccc2Cl)c([N+](=O)[O-])c(=O)[nH]1	-5	i	i	i	i	0	i	i	-2	i	-1

Screening data from PubChem.
